AddAB inh: less growth of phage-infected E. coli with AddAB; E. coli expressing H. pylori AddAB, absorbance growth; inhibition, % at 11.9 µM; 330,000 compounds, 0.29% hits; AID 435030; in the data active means inhibition above about 12%;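 further: 0% = vehicle wells of infected cells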
Wnt bcat act: Wnt/beta-catenin pathway activation; Wnt/beta-catenin reporter cell assay, activator, plate reader; activation, % at 9.35 µM; 300,000 compounds, 1.2% hits; AID 743398; in the data active means activation above about 30%, passing the limit was not always enough; inconclusive means no clear call, values can overlap the other calls;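 further: 0% = neutral control wells and 100% = positive control wells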
SR-BI HDL uptake: inhibitors of mouse SR-BI mediated HDL lipid uptake. Q61009. ldlA[mSR-BI] CHO cells, DiI-HDL uptake fluorescence, 3 h. inhibition, % at 12.5 µM. 320,000 compounds, 0.96% hits;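 active means mean replicate inhibition of at least 70% and a set share of replicates each scoring 70 or more; inconclusive means meets just one of the two criteria; inactive means fails both criteria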;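 further: 0% = median of neutral control wells and 100% = median of positive control wells; values of inactives mirror those of a sister screen read the other way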
Target sequence (Q61009 whole entry, looked up): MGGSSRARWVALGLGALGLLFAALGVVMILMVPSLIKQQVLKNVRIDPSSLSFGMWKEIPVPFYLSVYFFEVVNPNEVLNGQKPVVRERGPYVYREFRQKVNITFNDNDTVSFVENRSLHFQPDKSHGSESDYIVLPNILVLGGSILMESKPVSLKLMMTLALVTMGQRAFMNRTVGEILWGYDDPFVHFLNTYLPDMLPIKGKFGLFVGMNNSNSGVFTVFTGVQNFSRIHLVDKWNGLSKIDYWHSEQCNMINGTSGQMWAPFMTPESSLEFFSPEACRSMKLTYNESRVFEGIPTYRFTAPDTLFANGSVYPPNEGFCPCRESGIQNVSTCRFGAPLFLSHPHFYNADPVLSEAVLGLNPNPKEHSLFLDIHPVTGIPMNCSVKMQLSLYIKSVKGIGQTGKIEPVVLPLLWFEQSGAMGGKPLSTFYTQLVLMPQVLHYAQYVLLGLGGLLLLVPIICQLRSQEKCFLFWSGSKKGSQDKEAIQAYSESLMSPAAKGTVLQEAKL
CAL PDZ FP-1: inhibitors of human CAL PDZ peptide binding | Q9HD26 | purified CAL PDZ, TMR-peptide fluorescence polarization, 1 h | inhibition, % at 20 µM | 330,000 compounds, 0.02% hits | AID 504414;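 active means highest replicate inhibition of at least 40%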;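 further: plate controls were DMSO neutral control wells for no effect and unlabeled competitor peptide control wells for full effect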
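Assay system – tagged CAL PDZ protein CerCALP, purified · Timing – 1 h at RT · Compound – single point, 20 µM · Measured by – fluorescence polarization from S- and P-plane intensities, G-factor corrected · Evaluation – inhibition from polarization loss · Probe or stimulus – TMR reporter peptide T*-PRC34 · Buffer or medium – pH 7.4 phosphate-saline buffer, reducing agent, detergent, IgG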
MITF act: increases MITF-driven TRPM1 promoter luciferase signal. SK-MEL-5 TRPM1-promoter luciferase, 24 h; % of positive control, neutral wells = 0. activation, % at 12.5 µM. 300,000 compounds, 0.75% hits;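 active means mean activation of at least 80% with every replicate also reaching 80%; inconclusive means mean reaches 80% but some replicate falls short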;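 further: 0% = neutral control wells and 100% = parthenolide positive control wells; values of inactives mirror those of a sister screen read the other way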
E coli growth: reduces bacterial viability in AddAB counter-screen | E. coli V3065 growth, OD600 absorbance, 18 h | inhibition, % at 11.9 µM | 330,000 compounds, 0.27% hits | AID 449728;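 active means inhibition above the campaign's mean inhibition across all tested compounds plus 3 SD, cut at about 9.9% in these data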;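 further: uninfected addAB+ strain grown without phage in ampicillin broth; 0% = DMSO wells and 100% = ciprofloxacin 0.95 µg/ml wells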
phage Ecoli inh: E. coli growth loss with phage present; growth absorbance; inhibition, % at 11.9 µM; 360,000 compounds, 0.26% hits; AID 651602; in the data active means inhibition above about 11%
SR-BI DiI-HDL act: enhances SR-BI lipid uptake from DiI-HDL; 320,000 compounds, 0.096% hits; CHO ldlA[mSR-BI] cells, DiI-HDL uptake fluorescence, 3 h; 100 = double the neutral-control signal; activation, % at 12.5 µM; AID 504775;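 active means mean replicate activation of at least 60% and every replicate at or above 60%; inconclusive means mean or all-replicate condition met, but not both; inactive means mean below 60% and not all replicates reaching 60%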;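 further: 0% = median plate neutral-control signal and 100% = twice that signal; values of inactives mirror those of a sister screen read the other way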
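System: LDL receptor-deficient CHO ldlA cells overexpressing murine SR-BI | Timing: 3 h uptake period with compound, 37 °C | Medium: HEPES-buffered (25 mM, pH 7.4) F12 plus 0.5% BSA | Dosing: Single-point compound dose | Signal: Bottom-read fluorescence, 550/595 nm | Read-out: Retained DiI signal reflecting DiI-HDL uptake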
Tat export inh: inhibitors of E. coli Tat protein transport; E. coli MC4100 TorA-mCherry Tat export, fluorescence; inhibition, % at 10 µM; 340,000 compounds, 0.036% hits; AID 488895;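 active means mean replicate inhibition at least 50% and at least half of replicates individually reaching 50%; inconclusive means only one of the two criteria met; inactive means neither criterion met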;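 further: exported cargo escapes ClpAP degradation while cytoplasmic cargo is degraded and loses fluorescence; 0% = median of neutral control wells and 100% = median of NaSCN control wells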
CAL PDZ FP-2: CAL PDZ (human) peptide binding inhibition | Q9HD26 | purified CAL PDZ, TMR-peptide fluorescence polarization, 1 h | inhibition, % at 24.9 µM | 300,000 compounds, 0.92% hits | AID 602252;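 active means mean inhibition of at least 30% with at least half of replicates also reaching 30%; inconclusive means no clear call, values can overlap the other calls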;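 further: 0% = DMSO neutral control and 100% = excess unlabeled competitor peptide PRC23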
* marks the source's active call; other numbers are inactive results; ? = inconclusive; nt = no result given.

SMILES	AddAB inh	Wnt bcat act	SR-BI HDL uptake	CAL PDZ FP-1	MITF act	E coli growth	phage Ecoli inh	SR-BI DiI-HDL act	Tat export inh	CAL PDZ FP-2
N#Cc1ccc(NC(=O)c2cccs2)nc1	0.7	6	-19	0.0	86*	2.7	2.4	19	3	-1
CC1(C)S[C@@H]2C(C(=O)OCc3ccccc3)NC(=O)N2C1C(=O)OCc1ccccc1 (some centres undefined)	1.8	-3	3	-0.8	2	-0.5	3.5	-3	24	-1
CNC(=O)COC(=O)c1ccccc1Oc1ccccc1	3.1	-1	16	0.2	-5	1.8	4.5	-16	-6	nt
CCN1CCN(c2nc(N(C)c3ccccc3)nc(N)c2[N+](=O)[O-])CC1	1.4	2	12	0.0	17	1.3	2.3	-12	-3	nt
CCCOc1ccccc1C1NC(=O)NC(C)=C1C(=O)OCCOC(C)C (centres undefined)	1.8	-1	14	-2.5	-7	-0.9	1.2	-14	1	-10
Cc1noc(C)c1COC(=O)COc1ccc2c(C)cc(=O)oc2c1	-1.4	-6	19	-0.5	-7	-0.6	-0.3	-19	3	-3
COc1ccc(C(C)=O)cc1COC(=O)c1cc(C)oc1C	3.5	nt	22	-0.9	9	-0.2	2.6	-22	13	-4
Cc1cccc(CN2C[C@]34C=C[C@@H](C[C@@H]3S2(=O)=O)O4)c1	3.1	-3	8	-0.5	8	-0.2	4.2	6	-11	-3
O=C(NCc1ccccc1)N1CCC(c2nc3ccccc3[nH]2)CC1	1.1	nt	-2	-0.5	-13	1.5	3.1	2	1	nt
Cc1cc(N/N=C/c2ccccc2O)c2ccccc2n1	-0.6	-19	0	-4.8	nt	-1.0	0.2	0	0	-6
CC(=O)N(C(C)=O)c1ncc2c([nH]c3ccccc32)c1C#N	-1.1	nt	-10	-0.9	-32	-0.4	0.6	10	2	9
CCOc1ccc(Oc2c(/C=N/NC(N)=O)c(C)nn2-c2ccccc2)cc1	2.8	-3	11	-3.1	9	-0.6	6.0	-11	-1	-6
Cc1ccc(CCNS(=O)(=O)c2cc(Br)cnc2N)cc1	3.8	-1	-18	-1.2	6	-0.5	2.2	18	-2	-3
CC(NC(=O)CCCOc1ccc(Cl)cc1)c1ccccc1 (centres undefined)	3.8	nt	-7	0.3	-5	-0.1	4.1	7	14	-7
CC(=O)Nc1ccc(C2=NN(CC#N)C(=O)SC2)cc1	3.8	-1	-23	-2.8	2	0.0	0.1	23	3	2
O=C(Nc1ccccc1N1CCCCC1)c1cccc(OC(F)F)c1	1.5	-3	67	-1.8	-20	-1.1	0.3	-67	19	0
CCCN(c1ccc(OCC)cc1)c1ncnc2nc[nH]c12	0.1	0	-6	-0.2	26	0.1	2.4	6	-9	nt
Cc1ccccc1OCc1nc2ccccc2c(=O)n1/N=C/c1c[nH]c2ccccc12	-1.0	1	31	-1.5	15	1.1	0.7	-31	1	-7
COc1cc(C2C(C#N)=C(N)OC3=C2C(=O)CCC3)cc2c1OCO2 (centres undefined)	0.8	1	-13	-2.0	2	0.9	1.5	13	-6	-3
CCCCN(C(=O)c1ccc(COc2ccccc2)o1)c1c(N)n(CC(C)C)c(=O)[nH]c1=O	2.9	-2	7	0.9	5	0.0	6.0	-7	-7	-3
N=c1n(Cc2ccccc2)c2ccccc2n1CC(O)c1ccccc1 (centres undefined)	2.0	nt	-19	-0.6	nt	2.9	3.4	19	-3	-2
CC1CCCCC1NC(=O)CSc1ccsc1[N+](=O)[O-] (centres undefined)	nt	-2	7	-2.0	1	nt	1.6	-7	-5	-2
CC(C)CCNC(=O)c1ccc(OC2CCN(S(=O)(=O)N(C)C)CC2)cc1	0.9	-2	-8	-0.9	27	1.5	3.7	8	9	nt
COc1ccc2sc(-c3ccc(SC)cc3)c(C#CC(C)(C)O)c2c1	0.6	-6	64	-0.4	24	-1.4	2.4	-64	-9	-2
COc1ccc(CN(C)C2CCCCC2)cc1	2.1	1	-4	-0.5	7	0.2	nt	4	-2	nt
Cc1cc(OCCn2ccnc2)ccc1C(C)C	-2.4	nt	-14	-1.5	6	-0.7	1.9	14	0	-4
CC(C)C(=O)Nc1nnc(SCC(=O)N2C(C)CCCC2C)s1 (centres undefined)	0.0	-2	-2	0.3	-4	0.8	-1.3	2	-4	2
O=C(COc1nsnc1N1CCOCC1)Nc1ccc(Cl)cc1	-2.1	-2	5	-2.2	-6	-0.3	6.4	-5	-6	-6
O=C(NN=Cc1ccc2c(c1)OCO2)NN=Cc1ccc2c(c1)OCO2	nt	2	-21	-0.5	30	nt	4.0	21	2	-3
Cc1ccc(-n2c(SCC(N)=O)nnc2-c2ccc(S(=O)(=O)N3CCCCC3)cc2)c(C)c1	-0.2	-5	9	0.1	-8	0.0	3.9	-9	9	-5
Cc1c(C(=O)N2CCOCC2)oc2ccccc12	0.6	-2	-12	-0.7	5	-0.7	2.5	12	1	-2
O=C(C1CCN(c2nnc(-n3cccc3)s2)CC1)N1CCc2ccccc2C1	0.4	2	nt	-1.7	-6	-0.6	-0.1	nt	1	nt
O=C(Cn1cnc2ccccc2c1=O)NCCC(=O)Nc1ccc2c(c1)OCCO2	0.1	nt	-18	-1.0	nt	0.8	2.2	18	-1	nt
O=C(Nc1ccc(N2CCCCC2)cc1)c1cncc(Br)c1	3.6	39*	31	-1.2	128*	5.0	3.6	nt	-13	-4
S=c1cn[nH]c2ccccc12	nt	-1	4	0.7	-21	nt	3.7	-4	-2	-7
CSC1=NCCN1S(=O)(=O)c1ccc2ccccc2c1	2.1	-4	37	-0.9	11	0.6	2.6	-37	2	-7
CCOc1ccccc1NC(=O)COc1coc(CN2CCCc3ccccc32)cc1=O	-0.4	3	60	-1.3	-24	-2.1	0.4	-60	6	-1
COc1ccccc1N1CCN(CC(=O)c2ccc3ccn(C(C)=O)c3c2)CC1	-1.7	nt	16	-0.6	nt	-0.9	nt	-16	8	-7
Cc1cc(C)cc(N(C(=O)c2csnn2)C(C(=O)NC(C)(C)C)c2ccncc2)c1 (centres undefined)	3.8	0	-24	-0.1	-10	3.9	2.8	24	-2	-2
CCOC(=O)c1c(-c2ccc(C)o2)csc1NC(=S)NC(=O)c1cccs1	4.1	-3	?	-1.0	6	-0.2	2.9	-85	6	-3
COC(=O)c1sccc1NC(=O)c1ccc(Br)o1	2.2	nt	nt	-1.2	-9	-2.8	1.3	nt	-5	-5
OCCNCc1ccc(OCc2ccc(Cl)cc2Cl)cc1	0.6	34*	-18	-1.4	24	-1.4	2.1	18	-3	4
CNC(=S)N1N=C(c2ccc(Br)cc2)CC1c1ccc(OC)cc1 (centres undefined)	1.9	nt	11	-1.0	6	-0.5	1.1	-11	-2	-3
COCCn1c(CN2CCN(C)CC2)nc2c1c(=O)n(C)c(=O)n2C	nt	-4	-25	0.3	5	nt	4.4	25	-3	0
Cc1nc2ccccc2n1CC(=O)NC1CCCCCC1	-0.5	-3	4	0.3	-1	1.0	2.0	-4	-4	0
CC(C)(C)NC(=O)NCC1CCCC1NC(=O)NC(C)(C)C (centres undefined)	-0.1	3	-6	-0.4	-2	1.8	1.0	6	2	-24
Cc1cccc(NC(=O)CSc2nncn2-c2ccccn2)c1	-0.2	0	-10	-2.5	0	0.4	1.5	10	-8	-1
N#Cc1cc(-c2ccccc2)cnc1Cl	1.8	nt	2	-1.1	12	-0.6	2.7	-2	2	-4
COC(=O)c1cc(-c2cccc([N+](=O)[O-])c2)c2c(=O)n(C)c(=O)n(C)c2n1	2.9	0	8	-0.5	9	1.8	0.4	-8	0	5
Cc1ccccc1C=O	2.2	-1	-2	-0.5	1	1.4	-0.3	2	0	-1
O=C(CCNC(=O)c1ccco1)NCCN1C(=O)S/C(=C\c2ccc(F)cc2)C1=O	2.6	5	-5	-1.6	nt	-3.2	0.9	5	-4	-5
C/C(Cn1nnc([N+](=O)[O-])n1)=N\NC(=O)c1cccc(Cl)c1	0.9	2	-16	-2.0	-51	0.7	2.0	16	-14	-3
COc1ccc(N(CC(=O)Nc2cc(Cl)ccc2C)S(=O)(=O)c2c(C)noc2C)cc1	3.4	-5	17	-2.1	-15	-1.0	0.8	-17	12	-2
Cc1ccc2[nH]c3c(N4CCOCC4)ncnc3c2c1	5.6	nt	-18	-4.2	34	0.7	4.9	18	-4	-5
Cc1cc(NC(=O)c2ccccc2)cc(NC(=O)c2ccccc2)c1C	4.8	-1	41	0.6	nt	0.2	2.2	-41	5	4
CCNC(=S)N1CCN(S(=O)(=O)/C=C/c2ccccc2)CC1	5.0	3	-2	-0.7	4	0.8	1.8	2	5	-4
O=C(CN1C(=O)/C(=C/c2ccccc2Cl)SC1=S)NC1CCS(=O)(=O)C1 (centres undefined)	1.3	-1	-15	-2.9	7	-1.9	0.2	15	-2	-3
CCN1C(=O)CC(N2CCC(C(=O)N3CCOCC3)CC2)C1=O (centres undefined)	2.2	-7	-2	-1.1	1	-2.7	-0.3	2	-4	-7
CCOC(=O)c1c(-c2ccc(C)cc2)csc1NC(=O)CCN1CCOCC1	-3.7	-11	-9	-1.0	-3	-1.0	0.2	9	4	4
Cc1ccc(CNC(=O)c2ccc(N3CCC4(CC3)CC(c3cccc(Br)c3)=NO4)c(NC(=O)c3cccc(C)c3)c2)cc1	0.5	-3	-11	1.4	-3	1.8	2.5	11	-2	-2
Later entries.
SMILES	AddAB inh	Wnt bcat act	SR-BI HDL uptake	CAL PDZ FP-1	MITF act	E coli growth	phage Ecoli inh	SR-BI DiI-HDL act	Tat export inh	CAL PDZ FP-2
Cn1c(=O)[nH]c(=O)c2c1nc(Br)n2C/C=N/NC(=O)c1ccccc1	-0.3	-1	18	-2.2	nt	0.6	4.1	-18	-5	-2
NC(=O)c1ncc(C(F)(F)F)cc1Oc1cccc(C(F)(F)F)c1	2.7	-3	0	-1.0	-11	0.2	1.2	0	-5	2
O=C(N/N=C/c1ccco1)c1ccccc1OCc1ccccc1Cl	3.4	-2	-4	-1.2	-8	-1.1	3.9	4	21	4
CCCCOC(=O)C1=C(C)Nc2nnnn2C1c1ccccc1Cl (centres undefined)	-1.9	-3	-34	-2.2	nt	-0.4	1.3	34	4	-1
Cc1ccc2c(c1)c1c(n2CC(O)CNC2CCCCC2)CCCC1 (centres undefined)	5.1	-6	2	-0.8	-10	3.6	2.7	-2	2	nt
COc1ccc(CCC(=O)OCC(=O)N2CCN(S(=O)(=O)c3ccc(C)cc3C)CC2)cc1	2.2	0	8	-0.7	9	1.6	2.1	-8	17	-4

Screening results (PubChem BioAssay)
